Assay outcomes from PubChem.
PAFAH1B3 inh = PAFAH1B3 (human) inhibition; Q15102; recombinant PAFAH1B3, FP-rhodamine probe, fluorescence polarization; inhibition, % at 3.39 µM; actives 0.28% (n = 340,000); AID 492972;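 active means inhibition above the screen-wide average of all tested compounds plus 3 SD, cut at about 25% in these data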;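 further: 0% = enzyme with DMSO only and 100% = wells lacking PAFAH1B3 protein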
Target sequence (Q15102 whole entry, looked up): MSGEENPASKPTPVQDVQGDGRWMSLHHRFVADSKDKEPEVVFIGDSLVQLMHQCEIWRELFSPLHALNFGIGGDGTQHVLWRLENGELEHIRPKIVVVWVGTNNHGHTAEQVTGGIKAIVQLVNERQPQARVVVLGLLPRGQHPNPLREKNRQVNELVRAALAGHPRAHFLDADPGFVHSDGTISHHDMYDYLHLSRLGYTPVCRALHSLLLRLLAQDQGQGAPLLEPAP
GSTO1 counter = blocks human GSTO1 in RBBP9 counter-screen | recombinant GSTO1, activity-based probe fluorescence polarization | inhibition, % at 5.96 µM | AID 1974 | actives 1.1% (n = 300,000);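 active means inhibition above the campaign mean inhibition plus 3 SD, cut at about 35% in these data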;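 further: 0% = GSTO1-1 with DMSO and 100% = wells lacking GSTO1-1 enzyme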
PAFAH1B2 FP inh = inhibitors of human PAFAH1B2; recombinant PAFAH1B2, FP-rhodamine activity probe, fluorescence polarization; inhibition, % at 3.39 µM; actives 1.2% (n = 340,000);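 active means inhibition above the mean of all tested compounds plus 3 SD, cut at about 24% in these data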;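 further: 0% = enzyme with DMSO and 100% = wells lacking PAFAH1B2; many of its hits are not listed in these tables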
PAFAH2 FP inh = inhibitors of human PAFAH2. Q99487. recombinant PAFAH2, FP-rhodamine activity probe, fluorescence polarization. inhibition, % at 3.39 µM. actives 0.99% (n = 340,000). AID 492956;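 active means inhibition above the mean over all tested compounds plus 3 SD, cut at about 30% in these data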;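 further: inhibitors block probe labeling of enzyme so polarization drops; 0% = enzyme with DMSO and 100% = wells lacking PAFAH2 protein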
LYPLA1 inh = LYPLA1 (human) inhibition in PME1 counter-screen; inhibition, % at 5.9 µM; AID 2174; recombinant LYPLA1, FP-Rh probe fluorescence polarization; O75608; actives 0.16% (n = 320,000);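 active means inhibition above the mean of all tested compounds plus 3 SD, set per campaign, cut at about 14% in these data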;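 further: inhibitors block serine hydrolase probe labeling of LYPLA1 so polarization falls; 0% = enzyme with DMSO and 100% = wells lacking LYPLA1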
pPAFAH FP inh = pPAFAH (human) enzyme inhibition | Q13093 | recombinant pPAFAH, FP-rhodamine probe fluorescence polarization | inhibition, % at 3.39 µM | actives 1.5% (n = 330,000);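 active means inhibition above the mean inhibition across the screen plus 3 SD, cut at about 25% in these data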;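 further: inhibitors block binding of the rhodamine activity-based probe so polarization drops; 0% = enzyme with DMSO and 100% = wells lacking pPAFAH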
Fam108B inh = counter-screen for RBBP9 inhibitors: inhibitors of mouse Fam108B; recombinant Fam108B, FP-Rh probe fluorescence polarization; inhibition, % at 9.51 µM; actives 0.33% (n = 300,000);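 active means inhibition above the screen mean inhibition plus 3 SD, computed separately per campaign, cut at about 18% in these data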;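 further: inhibitors lower polarization as less probe binds the enzyme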
PAD4 inh = blocks human protein arginine deiminase 4. recombinant PAD4, RCA probe fluorescence polarization. actives 0.41% (n = 330,000). inhibition, % at 6.36 µM. AID 485272. Q9UM07;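 active means percent inhibition above a cutoff equal to the mean of all tested compounds plus 3 SD, cut at about 15% in these data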;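 further: 0% = PAD4 with RCA probe and DMSO and 100% = probe without PAD4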
Target sequence (Q9UM07 whole entry, looked up): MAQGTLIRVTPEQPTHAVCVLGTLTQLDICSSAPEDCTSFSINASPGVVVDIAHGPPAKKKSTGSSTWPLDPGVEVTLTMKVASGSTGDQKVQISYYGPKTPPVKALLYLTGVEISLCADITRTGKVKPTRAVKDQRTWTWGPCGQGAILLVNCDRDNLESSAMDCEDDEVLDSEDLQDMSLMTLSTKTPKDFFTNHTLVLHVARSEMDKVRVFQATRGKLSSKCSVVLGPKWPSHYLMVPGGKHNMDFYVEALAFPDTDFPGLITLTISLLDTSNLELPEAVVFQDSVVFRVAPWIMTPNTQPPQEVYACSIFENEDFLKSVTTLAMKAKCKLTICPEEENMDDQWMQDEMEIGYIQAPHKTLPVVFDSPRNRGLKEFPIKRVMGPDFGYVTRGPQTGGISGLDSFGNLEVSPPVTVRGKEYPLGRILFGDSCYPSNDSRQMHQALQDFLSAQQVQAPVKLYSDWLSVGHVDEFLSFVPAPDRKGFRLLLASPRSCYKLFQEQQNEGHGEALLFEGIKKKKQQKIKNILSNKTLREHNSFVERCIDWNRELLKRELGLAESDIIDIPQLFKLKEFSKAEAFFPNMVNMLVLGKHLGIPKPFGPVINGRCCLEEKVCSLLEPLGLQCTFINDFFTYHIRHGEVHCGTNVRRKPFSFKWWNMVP
PME-1 primary = PME-1 (human) inhibition. Q9Y570. recombinant PME-1, FP-Rh probe fluorescence polarization. inhibition, % at 5.9 µM. actives 0.53% (n = 320,000). AID 2130;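 active means inhibition above the campaign mean of all compounds plus 3 SD, cut at about 26% in these data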;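 further: competitive labeling of PME-1 active site by serine hydrolase directed probe; 0% = PME-1 with DMSO and 100% = wells lacking PME-1 enzyme; inhibitors block probe labeling so polarization falls and inhibition rises; many of its hits are not listed in these tables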
* hit, by the source's call; nt = not tested or not shown. A portion of the library; the hit share may differ from the screen's.

1	O=C(COC(=O)CNC(=O)c1ccccc1)NCCc1ccccc1
2	CN(Cc1ccc(F)cc1)C(=O)c1cccc(S(=O)(=O)N2CCN(c3ccc(F)cc3)CC2)c1
3	N#CC1=C(N)Oc2c(ccc3cccnc23)C1c1ccccc1 (centres undefined)
4	CCc1cccc(NC(=O)C2CCCN2S(=O)(=O)c2cccc3cccnc23)c1 (centres undefined)
5	O=C(Nc1nnc(-c2cccnc2)o1)c1cccc([N+](=O)[O-])c1
6	O=C(O)CN1C(=O)C2(OCCO2)c2cc(Br)ccc21
7	COc1ccc(N2C(=O)CC(Nc3cccc(C(C)=O)c3)C2=O)cc1OC (centres undefined)
8	O=C(Nc1ccc2c(c1)OCO2)[C@@H]1[C@@H]2C(=O)N(C3CCCCC3)C(=O)[C@@H]2C2c3ccccc3C=CN21 (some centres undefined)
Compound,1,2,3,4,5,6,7,8
PAFAH1B3 inh,3,-2,13,-1,nt,2,3,nt
GSTO1 counter,1,4,-66,0,-5,-1,0,15
PAFAH1B2 FP inh,-1,-1,2,1,nt,8,7,nt
PAFAH2 FP inh,0,1,3,2,nt,5,4,nt
LYPLA1 inh,-6,4,-1,-2,1,2,-2,-2
pPAFAH FP inh,-3,6,12,8,-1,5,2,8
Fam108B inh,-3,-2,5,0,-4,-3,-1,8
PAD4 inh,-4,2,-2,-2,0,-3,2,-9
PME-1 primary,-3,7,9,4,-1,-5,-4,4

9	O=C(c1cnn2c(C(F)(F)F)cc(-c3ccccc3)nc12)N1CCCc2ccccc21
10	Cc1ccc(C(=O)NCC(=O)N2CCCC(C(F)(F)F)C2)s1 (centres undefined)
11	Cc1ccc(C(=O)NNC(=O)c2cc3cc4ccccc4nc3s2)cc1
12	O=C1N(c2ccccc2C(F)(F)F)O[C@@]1(c1ccccc1)C1CCCCC1
13	COC(=O)c1c(C)nc(C)c2c(=O)oc3ccccc3c12
14	CC(c1nnc(SCn2nnc3ccccc3c2=O)n1-c1ccc(Cl)cc1)N(C)C (centres undefined)
15	COc1ccccc1NC(=O)/C(C#N)=C/c1c(C)nn(-c2ccc(F)cc2)c1Cl
16	Clc1ccc(CN2CCCCCC2)cc1
Compound,9,10,11,12,13,14,15,16
PAFAH1B3 inh,-1,0,1,4,4,3,8,1
GSTO1 counter,4,3,5,nt,2,2,7,4
PAFAH1B2 FP inh,2,2,2,2,2,7,3,1
PAFAH2 FP inh,39*,1,-1,8,6,-1,8,-12
LYPLA1 inh,3,2,-1,1,7,1,-2,1
pPAFAH FP inh,6,6,6,4,0,4,2,5
Fam108B inh,3,2,-9,nt,7,3,-1,2
PAD4 inh,0,-1,-2,1,1,1,1,-2
PME-1 primary,1,-1,-7,-7,9,3,4,0

17	Cc1ccc(C(C(=O)NCc2ccc(F)cc2)N(C(=O)c2csnn2)C2CC2)cc1 (centres undefined)
18	COc1ccc(-c2coc3cc(OC4OC(CO)C(O)C(O)C4O)ccc3c2=O)cc1 (centres undefined)
19	CC(C)(C)c1ccc(S(=O)(=O)N2CCCC2C(=O)NC2=NCCS2)cc1 (centres undefined)
20	Cc1cccc(C(C)C)c1NC(=O)COC(=O)CCN1C(=O)C2CC=CCC2C1=O (centres undefined)
21	CCOC(=O)c1[nH]c2ccccc2c1NC(=O)c1nonc1C
22	Cn1c(SCC(=O)c2ccccc2)nc2cccnc21
23	O=c1[nH]c(NCCCO)nc2c1C1(CCCC1)Cc1ccccc1-2
24	CNC(=O)Nc1nnc(C(C)(C)C)s1
Compound,17,18,19,20,21,22,23,24
PAFAH1B3 inh,11,0,10,7,19,4,5,10
GSTO1 counter,4,4,5,9,-2,-8,-4,9
PAFAH1B2 FP inh,5,-1,6,1,3,0,20,3
PAFAH2 FP inh,-11,-6,1,5,9,-4,8,1
LYPLA1 inh,-1,1,-4,-1,-2,-2,-3,0
pPAFAH FP inh,4,6,4,4,6,5,11,5
Fam108B inh,1,2,3,1,0,-2,3,-2
PAD4 inh,-2,-2,-1,-3,0,-2,-6,-2
PME-1 primary,1,-3,-3,4,12,-8,2,-6

Pulled by structure from the entries so far, three records:
18	COc1ccc(-c2coc3cc(OC4OC(CO)C(O)C(O)C4O)ccc3c2=O)cc1 (centres undefined)
17	Cc1ccc(C(C(=O)NCc2ccc(F)cc2)N(C(=O)c2csnn2)C2CC2)cc1 (centres undefined)
22	Cn1c(SCC(=O)c2ccccc2)nc2cccnc21
Compound,18,17,22
PAFAH1B3 inh,0,11,4
GSTO1 counter,4,4,-8
PAFAH1B2 FP inh,-1,5,0
PAFAH2 FP inh,-6,-11,-4
LYPLA1 inh,1,-1,-2
pPAFAH FP inh,6,4,5
Fam108B inh,2,1,-2
PAD4 inh,-2,-2,-2
PME-1 primary,-3,1,-8

The list goes on.
25	CC(C)CCN1CCNC(=O)C1CC(=O)NCCCN1CCOCC1 (centres undefined)
26	Cc1ccccc1C(=O)Nc1cc(-c2cc(C(C)(C)C)oc2C)nn1C
27	CCN(CC)S(=O)(=O)c1cc(NC(=O)COC(=O)c2c(C)noc2C)ccc1C
28	NS(=O)(=O)c1cccc(NC(=O)C2CC(=O)N(Cc3ccco3)C2)c1 (centres undefined)
29	CCOC(=O)C1=C(C)N(C)C(=O)NC1c1cc2c(cc1[N+](=O)[O-])OCO2 (centres undefined)
30	COCCN(C(=S)Nc1ccc(OC)cc1)C1CCN(C(C)=O)CC1
31	COc1ccc2cc(-c3[nH]ncc3CN3C[C@@H]4CCC[C@H]3C4)ccc2c1
32	CSc1ccc(Cl)c(C(=O)NNC(=O)c2csc(N3CCOCC3)n2)c1
Compound,25,26,27,28,29,30,31,32
PAFAH1B3 inh,2,0,-3,10,13,8,1,7
GSTO1 counter,2,3,nt,11,18,0,11,-4
PAFAH1B2 FP inh,-1,5,14,5,12,-1,3,0
PAFAH2 FP inh,2,8,6,7,11,8,3,9
LYPLA1 inh,1,3,1,4,0,4,-3,2
pPAFAH FP inh,1,8,2,4,10,3,-6,2
Fam108B inh,1,0,nt,8,1,6,-6,2
PAD4 inh,1,4,2,1,2,-8,-3,2
PME-1 primary,-5,3,3,0,0,2,-3,4

33	Cc1ccc([N+](=O)[O-])c(OCCN2CCNCC2)c1
34	Cc1ccccc1OCC(O)CN1CCCCC1 (centres undefined)
35	C=CCC[C@@H](Cc1ccc(F)cc1)C(=O)OC[C@H](C)NC(=O)[C@@H](CC=C)CC(=O)N(CCO)Cc1ccccc1
36	Cc1[nH]n(-c2ccc(Cl)cc2)c(=O)c1C=NC12CN3CN(CN(C3)C1)C2
37	CC(C)(C)N(CC#CCC(O)(c1ccccc1)C1CCCC1)CCO (centres undefined)
38	CCc1nnc(NC(=O)CCC(=O)N2CCN(Cc3ccc(F)cc3)CC2)s1
39	COc1ccc(CNCc2ccc(OC)c3ccccc23)cc1
40	C=CCSc1ncccc1C(=O)NCCc1ccccc1
Compound,33,34,35,36,37,38,39,40
PAFAH1B3 inh,-6,-2,3,0,7,7,1,9
GSTO1 counter,2,-2,nt,0,-6,6,5,1
PAFAH1B2 FP inh,-7,4,3,-2,5,-2,4,2
PAFAH2 FP inh,-6,3,0,6,1,1,6,6
LYPLA1 inh,-1,1,nt,0,-3,0,0,1
pPAFAH FP inh,0,3,5,7,-4,1,2,4
Fam108B inh,1,1,nt,-4,1,-2,0,1
PAD4 inh,-4,-5,-2,-7,-3,1,-1,2
PME-1 primary,6,-4,nt,11,-5,8,0,3

41	Cc1nc(SCC(=O)NC(=O)NC(C)C)nc(C)c1C
42	Cc1ccc(CN2CCN(Cc3cn[nH]c3C3CCCCC3)CC2CCO)cc1 (centres undefined)
43	COc1cc(N2CCCC2)c(OC)cc1/C=C(/C#N)c1ccc(Br)cc1
44	CCOC(=O)c1sc(NC(=O)COc2ccc3c(c2)OCO3)nc1C
45	Cc1ccc(Cl)cc1N1C(=O)CC(Sc2ncccn2)C1=O (centres undefined)
46	Cc1cc(N2CCN(c3ccccc3)CC2)nc(N)n1
47	Cc1ccccc1Nc1nc(N)nc(CSc2ccc(F)cc2)n1
48	CCN1CCN(C(=O)c2nn(-c3ccc(OC)cc3)c(=O)c3c2c2ccccc2n3C)CC1
Compound,41,42,43,44,45,46,47,48
PAFAH1B3 inh,-2,-2,4,-7,-7,1,4,5
GSTO1 counter,11,4,2,0,-3,1,21,-7
PAFAH1B2 FP inh,6,-1,8,3,0,1,10,1
PAFAH2 FP inh,0,0,0,-10,-5,4,1,-6
LYPLA1 inh,1,4,1,-9,-2,2,-3,2
pPAFAH FP inh,-2,5,1,13,3,3,2,4
Fam108B inh,1,-3,-3,-2,0,-2,0,6
PAD4 inh,1,-4,0,-4,-1,0,-2,-6
PME-1 primary,1,-4,-2,-3,0,1,-1,-6

49	Cc1c(OC(C)C(=O)NCC2CCC(C(=O)O)CC2)ccc2c1oc(=O)c1ccccc12 (centres undefined)
50	NC(=O)c1c(NC(=O)c2ccc([N+](=O)[O-])o2)sc2c1CCCC2
51	Cc1ccc(-n2c([C@@H]3C[C@H]3c3ccccc3)n[nH]c2=S)cc1
52	COc1cc(OC)c(C2=NOC(C(=O)NCc3ccc4c(c3)OCO4)C2)cc1Cl (centres undefined)
53	C=CCOc1ccc(CNc2nn[nH]n2)cc1OC
54	CC(=O)C1C(c2ccco2)c2c(noc2C)CC1(C)O (centres undefined)
55	CCN(CC(=O)Nc1ccc2c(c1)OCCO2)C(=O)c1ccc(CS(C)(=O)=O)cc1
56	CCC1Nc2ncnc(N3CCOCC3)c2N(Cc2ccc(C)cc2)C1=O (centres undefined)
Compound,49,50,51,52,53,54,55,56
PAFAH1B3 inh,2,17,5,7,0,2,3,1
GSTO1 counter,13,16,2,0,7,-2,nt,-1
PAFAH1B2 FP inh,4,8,5,-4,3,1,-2,1
PAFAH2 FP inh,9,7,-2,6,-4,-1,-5,0
LYPLA1 inh,0,4,2,0,-1,-4,nt,2
pPAFAH FP inh,-4,3,4,-6,1,3,2,2
Fam108B inh,2,6,-4,4,-5,1,nt,0
PAD4 inh,-2,-11,-1,-1,-1,-2,6,1
PME-1 primary,-1,3,0,2,-2,1,nt,5

Record cards, from the list above. Screens in order: PAFAH1B3 inh | GSTO1 counter | PAFAH1B2 FP inh | PAFAH2 FP inh | LYPLA1 inh | pPAFAH FP inh | Fam108B inh | PAD4 inh | PME-1 primary
Listed for Cc1c(OC(C)C(=O)NCC2CCC(C(=O)O)CC2)ccc2c1oc(=O)c1ccccc12 (centres undefined) = 2 | 13 | 4 | 9 | 0 | -4 | 2 | -2 | -1
Listed for COc1cc(OC)c(C2=NOC(C(=O)NCc3ccc4c(c3)OCO4)C2)cc1Cl (centres undefined) = 7 | 0 | -4 | 6 | 0 | -6 | 4 | -1 | 2

Going on with the list:
57	O=C(CCOc1ccccc1)Nc1ccnn1C1CCN(Cc2ccccc2)CC1
58	NS(=O)(=O)c1ccc(CCNC(=O)CCCOc2ccccc2)cc1
59	CCOC(=O)N1CCN(S(=O)(=O)c2ccc(C(=O)Nc3nc4c(s3)CC(C)CC4)cc2)CC1 (centres undefined)
60	CCCCn1c(N)c(N(CC(C)C)C(=O)C2CCC2)c(=O)[nH]c1=O
Compound,57,58,59,60
PAFAH1B3 inh,10,4,3,10
GSTO1 counter,3,0,-1,nt
PAFAH1B2 FP inh,5,-1,4,4
PAFAH2 FP inh,1,4,-8,1
LYPLA1 inh,3,2,-3,1
pPAFAH FP inh,8,2,-7,1
Fam108B inh,-4,-1,-3,nt
PAD4 inh,-2,-4,1,1
PME-1 primary,-3,-7,4,1
